Screening data: PubChem BioAssay, several laboratories
FAK blocker: inhibitors of human focal adhesion kinase | hit rate 0.84% among 97,000 | Q05397 | biochemical FAK kinase activity assay | inhibition, %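 (tested at 7 µM)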 | AID 727; in the data active = inhibition above about 19%;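 note: 0% = DMSO and 100% = reference compound high control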
S1P2 antag: antagonists of human S1P2 receptor | cell-based S1P2 antagonist assay, inhibition at 5 uM | inhibition, % at 5 µM | hit rate 0.21% among 97,000; in the data active = inhibition above about 45%;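 note: CRE beta-lactamase reporter cells expressing human S1P2 stimulated with S1P; 0% = agonist at EC80 alone and 100% = agonist plus reference antagonist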
S1P2 agonist: agonists of human S1P2 receptor; S1P2-expressing cell line, agonist reporter read-out; hit rate 0.46% among 97,000; O95136; activation, % at 4.5 µM; in the data active = activation above about 16%;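 note: 0% = vehicle low control and 100% = maximal reference agonist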
PostGolgi yeast: growth inhibition of a yeast mutant, post-Golgi transport screen; post-Golgi transport phenotypic cell assay; inhibition, % at 10 µM; hit rate 0.9% among 98,000; AID 739;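 note: yeast cells grown in 1536-well plates; yeast grown about 18 h at 30C before absorbance read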
Rev-RRE block: disrupts HIV-1 Rev binding to RRE RNA; AID 704; hit rate 0.79% among 97,000; Rev peptide-RRE RNA binding, FRET; inhibition, % at 8 µM; P05866;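 active = inhibition above the screen-wide mean plus 3 SD, cut at about 35% in these data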;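 note: 0% = median DMSO wells and 100% = median Neomycin B control wells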
Target sequence (P05866 whole entry, looked up): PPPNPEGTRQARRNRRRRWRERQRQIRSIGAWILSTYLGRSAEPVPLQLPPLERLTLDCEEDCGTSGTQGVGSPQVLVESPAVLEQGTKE
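Assay system: Rev peptide and RRE RNA, both fluorescently labelled; times: 5 min preincubation and 15 min binding, 25 °C; detection: FRET, ex 480 nm, em 540 and 671 nm; read-out basis: % inhibition from 671/540 nm acceptor-to-donor ratio, scaled between controls; benchmarks: DMSO low control, neomycin B high control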
PTPN22 inh 2: inhibitors of human LYP (PTPN22) phosphatase; Q9Y2R2; recombinant LYP catalytic domain, DiFMUP fluorescence; inhibition, % at 2 µM; hit rate 0.21% among 96,000; AID 640;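 active = inhibition at 2 µM at or above a set limit, the screen mean plus 3 SD, cut at about 24% in these data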;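 note: 0% = DMSO with enzyme and 100% = enzyme fully blocked by orthovanadate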
Target sequence (Q9Y2R2 whole entry, looked up, the tested form may be a part): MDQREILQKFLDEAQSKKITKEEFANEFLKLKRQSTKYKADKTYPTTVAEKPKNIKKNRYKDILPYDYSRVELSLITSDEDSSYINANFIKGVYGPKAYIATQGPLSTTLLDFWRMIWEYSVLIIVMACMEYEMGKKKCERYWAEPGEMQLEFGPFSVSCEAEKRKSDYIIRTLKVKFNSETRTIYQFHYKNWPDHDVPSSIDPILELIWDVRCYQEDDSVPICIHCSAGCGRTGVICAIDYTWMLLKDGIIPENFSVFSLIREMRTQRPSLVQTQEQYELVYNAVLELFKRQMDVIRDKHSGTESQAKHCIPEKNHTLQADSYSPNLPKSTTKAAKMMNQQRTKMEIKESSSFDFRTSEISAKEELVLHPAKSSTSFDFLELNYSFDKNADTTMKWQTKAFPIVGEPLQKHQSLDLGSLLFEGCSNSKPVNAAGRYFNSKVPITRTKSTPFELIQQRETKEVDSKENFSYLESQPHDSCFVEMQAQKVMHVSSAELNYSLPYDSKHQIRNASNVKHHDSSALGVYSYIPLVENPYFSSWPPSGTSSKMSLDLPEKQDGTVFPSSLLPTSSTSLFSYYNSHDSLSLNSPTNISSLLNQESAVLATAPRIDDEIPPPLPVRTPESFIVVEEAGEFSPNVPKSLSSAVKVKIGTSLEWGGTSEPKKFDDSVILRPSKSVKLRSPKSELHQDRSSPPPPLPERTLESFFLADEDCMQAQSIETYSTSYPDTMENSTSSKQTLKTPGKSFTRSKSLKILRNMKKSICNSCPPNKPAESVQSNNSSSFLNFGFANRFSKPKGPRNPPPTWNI
PTPN22 act: increases human PTPN22 phosphatase activity; AID 697; activation, % at 2 µM; Q9Y2R2; recombinant LYP, DiFMUP fluorescence; 0 = plate median, 100 = signal doubled; hit rate 0.11% among 96,000;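 active = activation at 2 µM above a set limit, the mean plus 5 SD, cut at about 37% in these data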
PostGolgi ctrl: yeast control strain growth, post-Golgi counter-screen | efflux-deficient yeast background strain, growth absorbance A615, 16 h | inhibition, % at 10 µM | hit rate 5% among 98,000 | AID 738
EphB4 ephrin blk: EphB4-ephrin-B2 interaction antagonism; P54760; EphB4 LBD / TNYL-RAW-Alexa532 peptide, fluorescence polarization; inhibition, % at 7 µM; hit rate 0.15% among 97,000; AID 720;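 active = inhibition above the screen-wide mean inhibition plus 3 SD, cut at about 15% in these data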;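 note: 0% = DMSO wells and 100% = excess unlabeled TNYL-RAW peptide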
The depositor's hits bear a star; nt = no result given; [ ] = remark or other dose. Cut-off read from the data, not from the text of the source, unless noted: active = inhibition above about 30%; inactive = the rest. This is a random part of the collection. About 7% of those tested had a hit in this group.

SMILES	FAK blocker	S1P2 antag	S1P2 agonist	PostGolgi yeast	Rev-RRE block	PTPN22 inh 2	PTPN22 act	PostGolgi ctrl	EphB4 ephrin blk
Cc1ccc(N2C(=O)N(CC(=O)N(C)Cc3ccccc3)C(=O)C2C)cc1 (stereo not drawn)	2	5	-4	1	2	-2	3	5	-3
Cc1ccc(C(=O)/C=C/Nc2ccc([N+](=O)[O-])cc2Br)cc1	-6	-1	-4	-10	3	4	3	-2	-8
CCc1cc2c(SCC(=O)c3ccccc3)ncnc2s1	-1	-47	-3	nt	10	-3	0	nt	-4
O=C(CN1CCOCC1)Nc1ccccc1NC(=O)C1CCN(c2ncccn2)CC1	-1	-5	-5	-2	0	8	-10	8	-4
CCOC(=O)c1oc2c(C)c(O)ccc2c(=O)c1-c1nncn1-c1ccccc1	10	4	-5	-1	0	1	-6	-1	-1
Cc1nn(-c2ccccc2)c2c1C1(C(=O)N(C)c3ccccc31)N(c1ccccc1)C(=O)N2 (stereo not drawn)	-8	0	-6	4	1	1	-2	4	-2
Cc1cc(C(=O)Nc2c(C)nn(Cc3ccccc3Cl)c2C)no1	0	-10	-2	-7	0	-4	2	-1	-2
O=C(CCCOc1ccccc1)Nc1ccc2c(c1)OCCO2	2	-2	-1	6	-4	-8	8	3	-9
O=C(OCC1COc2ccccc2O1)c1ccccc1F (stereo not drawn)	12	16	-12	-10	15	3	-2	-2	5
Cc1nc(NC(=O)c2oc3ccccc3c2C)sc1C(=O)N(C)C	-1	13	-8	9	4	9	-4	8	2
COc1ccc(CCCc2nnc(SCC(=O)Nc3nc(C)cs3)n2C)cc1	-2	16	-7	-3	5	5	-2	16	1
CCOCCCNS(=O)(=O)c1ccc(-n2cnnn2)c(OC)c1	2	4	-4	-6	2	-2	3	4	-11
CCCCn1c(=O)[nH]c(=O)c2c1ncn2Cc1ccco1	-3	8	-3	16	16	1	-4	2	8
CCCC(=O)Nc1nc2c(c(=O)[nH]1)CCCC2	-1	-10	-4	-2	6	9	-8	15	5
Cc1ccc(NC(=O)c2ccco2)cc1NC(=O)CSc1nnc(-c2cccs2)n1C	0	-16	0	7	0	-6	3	0	-9
CNC(=S)NNC(=O)c1cccn(Cc2cccc(Cl)c2)c1=O	-1	6	-8	17	4	60*	-59	-4	-5
Cc1ccc(N=Cc2ccc(N(C)C)cc2)cc1	1	2	-3	17	8	6	-3	-3	1
COc1ccc2ccccc2c1C(O)c1nccn1C (stereo not drawn)	18	3	-12	2	135*[fluorescence artefact?]	-5	4	4	8
O=C(Nc1ccc(F)cc1)N1CCC(c2nc3c(nnn3Cc3cccc(Cl)c3)c(=O)[nH]2)CC1	2	3	-5	0	4	-18	15	13	-6
COc1ccc(CC(=O)Nc2ccc(-c3cn4cccc(C)c4n3)cc2)cc1OC	0	7	-2	2	2	8	-8	3	-2
O=C(CSc1nnc(-c2ccco2)n1Cc1ccccc1)OC1CCCCC1	4	8	-2	-4	7	-1	2	21	-1
CCc1nc(C)cn1S(=O)(=O)c1cc(C)c(OC)c(C)c1C	0	26	-6	13	4	5	-4	19	1
O=C(COC(=O)CCc1ccccc1)Nc1ncc(Cl)cc1Cl	2	-1	-3	-2	7	-7	8	-4	5
COC(=O)c1ccc(C2CC(=O)Nc3cc(OC)c(OC)c(OC)c32)cc1 (stereo not drawn)	0	-21	1	2	4	-14	10	10	-2
CCCc1c(O)c2ccccc2n(-c2ccccc2)c1=O	1	1	-2	-23	3	0	5	19	2
COC(=O)c1ccc(OC(=O)c2ccco2)cc1	-1	-2	-6	-7	5	5	-6	5	-9
COc1ccccc1NC(=O)c1nn(-c2ccc(Cl)cc2)ccc1=O	25*	-1	0	19	0	7	-4	0	1
O=C(CSc1nnnn1C1CCCCC1)Nc1ccc2c(c1)OCO2	-1	-16	1	-2	4	-21	20	5	-9
Cc1ccc(C)c(S(=O)(=O)C(C#N)c2nc3ccccc3nc2N2CCOCC2)c1 (stereo not drawn)	-5	0	-4	-3	4	-6	6	4	-10
Cc1cc(C)n(-c2nc3ccccc3n3cnnc23)n1	2	10	-5	0	8	-2	0	8	1
O=C(c1cc2cc(Br)ccc2oc1=O)N1CCN(c2ccccn2)CC1	-3	-18	-2	1	-1	-16	10	12	3
CCn1c(SCC(=O)Nc2ccc3c(c2)OCCO3)nnc1-c1ccco1	-1	-3	-1	1	3	6	-7	5	0
CCOc1c2ccc(C(=O)NCCCCc3ccccc3)cc2nn1C	2	-7	-4	4	1	3	0	-5	-5
COc1ccc(CCNC(=O)Cn2nnc(-c3ccccc3F)n2)cc1OC	0	2	-5	11	7	11	-11	-2	2
CCOC(=O)c1c(C(F)(F)C(F)(F)C(F)(F)C(F)(F)F)n[nH]c1C	-1	-25	-3	25	19	0	4	12	-24
O=C(/C=C/N1CCOCC1)c1cc2ccccc2o1	-1	7	-4	3	17	2	-2	1	-7
COc1cc2c(cc1OC)C(c1cc3cc4c(cc3[nH]c1=O)OCO4)N(C(=O)C(C)C)CC2 (stereo not drawn)	-1	-7	-3	nt	11	3	-4	nt	2
COc1ccc(C(=O)Nc2ccc(NC(=O)c3cnccn3)cn2)cc1	-8	2	-8	-7	-2	7	-6	-8	1
Cc1csc(NC(=O)COc2ccc3c(C)cc(=O)oc3c2)n1	0	-6	-4	-8	-2	-11	13	-2	-2
Cc1cccc(NC(=O)NNC(=O)c2cc(-c3ccccc3Cl)nc3ccccc23)c1	1	-6	-3	6	9	1	2	-1	-7
O=C(O)C1CCCN1c1ncnc2c1oc1ccccc12 (stereo not drawn)	-5	1	-6	2	9	7	-4	4	5
COc1cccc2c(=O)n(CC(=O)Nc3cccc(F)c3)ccc12	-4	-18	-7	-8	4	2	-2	26	-4
CCCn1c(SCC(=O)Nc2nnc(CC)s2)nnc1-c1ccco1	3	4	-3	25	1	2	-5	2	-1
O=C(/C=C/c1cccs1)c1ccc(NC(=O)c2cccc(Br)c2)cc1	-10	-9	-5	-1	8	8	-6	9	-3
CC(C)CC(=O)NCCc1ccncc1	0	-15	-6	-3	4	-21	24	5	1
COC(=O)CCc1c(C)[nH]c(C(=O)OCc2ccccc2)c1C	8	3	-7	13	5	-1	2	31*	0
Cc1ccc(C)c(S(=O)(=O)Nc2ccccc2C(=O)Nc2ccccc2N2CCOCC2)c1	-3	-23	-5	9	9	3	-4	14	1
O=C(CSc1nnc2scc(-c3ccc(F)cc3)n12)NCc1ccco1	-1	11	-4	-2	1	-2	3	1	2
Cc1ccc(C(=O)O/N=C2\CCCc3ccccc32)cc1	-1	16	-7	-2	9	11	-8	38*	3
COC(=O)c1[nH]c2ccc(F)cc2c1NS(=O)(=O)c1ccc(OC)cc1OC	-1	11	-3	3	15	11	-10	18	4

Next entries follow.
SMILES	FAK blocker	S1P2 antag	S1P2 agonist	PostGolgi yeast	Rev-RRE block	PTPN22 inh 2	PTPN22 act	PostGolgi ctrl	EphB4 ephrin blk
O=S(=O)(Cc1ccccc1Cl)Nc1ccccn1	-4	-1	-1	0	4	-8	4	-3	1
CCOC(=O)c1[nH]c(=O)c2ccccc2c1O	4	-5	-5	0	9	1	-1	28	3
CCOC(=O)N1CCC(NS(=O)(=O)c2cc(Br)cnc2N)CC1	3	27	-5	0	5	-3	0	4	2
CCCCSc1nnc([C@@H]2CCCN2C(=O)OC(C)(C)C)o1	2	13	-6	3	3	1	-2	2	0
COc1ccc(CN=CC2=C(O)CC(C)(C)CC2=O)cc1	-1	0	-3	-4	0	2	-3	-6	-6
Fc1ccc(C(c2nnnn2C2CCCC2)N2CCN(Cc3ccncc3)CC2)cc1 (stereo not drawn)	1	-3	-3	1	6	1	2	4	2
O=C(Oc1ccc(OC(=O)N2CCCCC2)cc1)c1ccccc1	-2	-2	-1	3	0	-3	3	15	0
Cc1nc2c(c(=O)n1CCC1=CCCCC1)c1nc3ccccc3nc1n2/N=C/c1ccco1	13	7	-3	-5	5	20	-22	14	-4
O=C(CCCOc1ccccc1)Nc1nccs1	1	22	-5	14	4	8	-9	8	3
CCN(CC)c1c([N+](=O)[O-])ncn1C	-1	-4	-5	-3	8	1	0	-4	0
CCOC(=O)N1C(=O)c2cc(OC)ccc2S1(=O)=O	-4	20	-2	-6	7	9	-11	-4	-1
COc1ccc(CN2CC(C(=O)NCCc3ccccc3)CC2=O)cc1 (stereo not drawn)	-3	9	-7	3	8	-6	8	11	2
Cc1nc2ccc(C(=O)O)cc2[nH]1	1	-16	-5	-6	3	1	-5	6	1
Cc1ccc(-n2c(Cc3ccccc3)n[nH]c2=S)cc1	3	-8	-3	-1	-5	-7	10	7	-4
COc1ccc(OC)c(S(=O)(=O)Nc2cc(Cl)cc(Cl)c2)c1	-1	-20	-4	nt	8	6	-6	nt	0
CCOc1ccccc1NC(=O)C(Sc1ccccc1)c1ccccc1 (stereo not drawn)	-2	-14	-2	-7	18	9	-3	12	2
O=C(NC12CC3CC(CC(C3)C1)C2)c1cc2nc(-c3ccco3)cc(C(F)(F)F)n2n1	1	24	-3	0	5	5	-6	9	5
COc1ccccc1Oc1ccc2c(c1)C(=O)N(c1cccc(O)c1)C2=O	-1	-2	-6	1	9	-4	1	10	0
COc1ccc(C2C(C#N)=C(N)OC3=C2C(=O)CC(C)C3)c(OC)c1OC (stereo not drawn)	-1	-7	-4	17	0	7	-3	-7	1
CC(C)c1ccc(OC(=O)NCCO)cc1	12	18	-1	5	8	-6	5	8	6
CC(C)C[C@H](NC(=O)NCc1ccccc1Cl)C(=O)O	-6	9	-7	-5	2	-9	6	14	9
CCCc1nc2ccccc2c(C(=O)O)c1CC	-2	7	-8	-23	4	2	1	23	3
Cc1cc(C)c(C(=O)CSc2nnc(-c3cccnc3)n2C)c(C)c1	-2	-23	1	24	-2	6	-5	2	-8
COc1ccc(OCC(=O)Nc2ccc(S(=O)(=O)Nc3cc(C)nc(C)n3)cc2)cc1	-6	18	-3	-9	6	-3	2	8	2
O=C1NC(c2ccccn2)Nc2sc3c(c21)CCC3 (stereo not drawn)	2	-5	-3	6	4	-8	6	1	-4
COc1ccc(-n2sc3c(c2=S)-c2cc(OC)ccc2NC3(C)C)cc1	-6	-4	-4	-15	4	10	-6	15	2
CC1CCC(NC(=O)CN2CCCN(Cc3ccc(F)cc3Cl)C2=O)CC1 (stereo not drawn)	0	-14	-3	8	2	5	-7	3	-5
CCc1nn(CC(=O)NCCCN(CC)Cc2ccccc2)c(=O)c2cc3sccc3n12	-1	22	-3	19	-8	2	-2	9	3
O=C(COC(=O)CNC(=O)c1ccc(Br)o1)Nc1ccc2c(c1)OCCO2	-3	4	-3	-4	6	1	-2	15	5
COCCn1c(SCC(=O)c2ccc(CNC(C)=O)o2)nc2ccccc2c1=O	0	10	-7	6	4	-7	6	4	-1
CCOC(=O)c1c(C)oc2c(F)c(F)c(F)c(F)c2c1=O	-10	-2	-4	0	6	8	-9	11	1
